# Source: PubChem
# Chronic BCR inh: qHTS Assay to Find Inhibitors of Chronic Active B-Cell Receptor Signaling. hit rate 0.05% among 340,000. Potency, µM (doses to about 46.1 µM), without a hit: at the top dose ratio change, negative = lower green/red ratio, hits mostly inhibitors. ABC-DLBCL IkBa-CBG/CBR reporter, luminescence ratio, 4 h. AID 493014, 2011; active means well fitted inhibition curve with a large enough effect in the signal ratio, with a control signal flat, not every such curve was filed as active; inconclusive means small, poorly fitted or top-dose-only effect, or effect the other way, or a change in a side signal; the % refers to the signal ratio;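 further: potency means the concentration at half of the fitted maximal effect; plate controls were basal doxycycline-induced cells for no effect and cells given 10 µM MG132 for full effect; MG132 reads +100%, hits lower the ratio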
#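 Cell line TMD8 (human ABC DLBCL), stably expressing tet-inducible CBG68-IkBa fusion and CBR; IMDM/0.5% FBS; cpd up to 46 uM; dox induction, 4 h, 37C/5% CO2; dual luminescence; green/red ratio; MG132 control.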
# TCR activator: Activators of T cell receptors: qHTS campaign. primary human leukocytes, anti-CD3, IL-2 HTRF, 48 h. Potency, µM (series often up to 9.22 µM), for inactives: at the highest dose activation of IL-2 secretion, usual class: activators. 330,000 tested, under 10 active; further: % of control where 0% means no effect
#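 HTRF read-out of IL-2 secretion: europium cryptate donor excited at 320nm, d2 acceptor emission at 665nm. Cells were primary human leukocytes incubated 48 hr with compounds and a-CD3 beads, supplying TCR signal only.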
# AT treatment: qHTS Assay for Identifying a Potential Treatment of Ataxia-Telangiectasia; […] A-T fibroblasts, KAP-1 phosphorylation AlphaLISA; neocarzinostatin DNA damage 30 min before lysis; Potency, µM (highest dose often 57.5 µM), for inactives: top-dose activation, usual class: activators; hit rate 0.19% among 320,000; AID 485349, 2010; further: potency means the concentration at half of the fitted maximal effect; % of control where 0% means no effect; nearly all actives have a fitted effect of over 45% in size
#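 hTERT-immortalized A-T patient fibroblasts ([…]), 500 cells/well in OPTI-MEM, 1% FBS, got compounds for 60 min, then NCS for 30 min at 37C. Lysates were then assayed for phospho-KAP-1 by AlphaLISA (anti-pKAP1 donor, anti-KAP1 acceptor beads), 6 hr at 25C.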
# ELG1 DNA repair: qHTS screen for small molecules that inhibit ELG1-dependent DNA repair in human embryonic kidney (HEK293T) cells expressing luciferase-tagged ELG1; HEK293T ELG1-luciferase reporter, luminescence, 16 h; DNA damage induced by 5-fluorouridine; Potency, µM (highest dose often 46.1 µM), for inactives: at the top dose activity change, negative = inhibition, actives largely listed as inhibitors; hit rate 2.3% among 330,000; AID 504467, 2011; further: potency means the concentration at half of the fitted maximal effect; on the % scale 0 is the no-effect control and ±100 the full control effect; nearly all actives have a fitted effect of over 55% in size
#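 In this reporter screen, reduction of luminescence relative to DMSO vehicle indicated activity. Compounds and 5-fluorouridine were added together to 2,000 cells per well, incubated for 16 hr at 37 °C, then developed with ONE-Glo.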
# Eya2 phos inh: qHTS Assay for Inhibitors of the Phosphatase Activity of Eya2 | Protein phosphatase EYA2 (Homo sapiens), O00167 | recombinant Eya2, OMFP fluorescence dephosphorylation (OMFP is methylfluorescein phosphate) | Potency, µM (highest dose often 76.9 µM), for the others: at the top dose activity, negative = inhibition, actives largely listed as inhibitors | hit rate 0.006% among 330,000 | AID 488837, 2010; further: potency means the concentration at half of the fitted maximal effect; on the % scale 0 is the no-effect control and ±100 the full control effect
# Target sequence (O00167 whole entry, looked up): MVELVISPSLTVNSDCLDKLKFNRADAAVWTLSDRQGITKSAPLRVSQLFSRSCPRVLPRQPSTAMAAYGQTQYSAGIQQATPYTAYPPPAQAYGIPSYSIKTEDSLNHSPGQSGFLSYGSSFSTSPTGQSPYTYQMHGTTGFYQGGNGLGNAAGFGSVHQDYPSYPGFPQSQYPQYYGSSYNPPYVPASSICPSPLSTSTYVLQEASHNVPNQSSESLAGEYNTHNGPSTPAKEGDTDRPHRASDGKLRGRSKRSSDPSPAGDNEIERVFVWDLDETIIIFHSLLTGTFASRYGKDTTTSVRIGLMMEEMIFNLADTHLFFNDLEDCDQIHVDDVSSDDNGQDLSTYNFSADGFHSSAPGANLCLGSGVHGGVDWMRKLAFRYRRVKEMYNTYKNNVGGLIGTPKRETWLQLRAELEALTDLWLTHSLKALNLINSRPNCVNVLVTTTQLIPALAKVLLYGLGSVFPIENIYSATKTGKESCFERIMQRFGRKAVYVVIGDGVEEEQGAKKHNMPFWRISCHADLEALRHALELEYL
#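 Eya2 (0.2 uM) preincubated 10 min at ambient with compound, then OMFP substrate added at 50 uM; 10 min reaction in 50 mM HEPES pH 7.5, 50 mM NaCl, 5 uM MgCl2, 0.05% BSA, 1 mM DTT. Fluorescence read at Ex 485/Em 525 nm.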
# PTAP TSG101 blk: qHTS Assay for Iinhibitors of HIV-1 Budding by Blocking the Interaction of PTAP/TSG101; Fluorescence polarization, FITC-PTAP peptide / Tsg101 binding; Potency, µM (top dose mostly 115 µM), without a hit: top-dose activity change, negative = inhibition, actives largely listed as inhibitors; 340,000 tested, under 10 active; AID 493005, 2010; active means well fitted inhibition curve with a large enough effect in the main read-out, with a control signal flat, not every such curve was filed as active; inconclusive means small, poorly fitted or top-dose-only effect, or effect the other way, or a change in a side signal; inactive means no such curve, though single readings can be large or run the other way; further: potency means the concentration at half of the fitted maximal effect; % of control where 0% means no effect
# Target sequence (Q99816 whole entry, looked up): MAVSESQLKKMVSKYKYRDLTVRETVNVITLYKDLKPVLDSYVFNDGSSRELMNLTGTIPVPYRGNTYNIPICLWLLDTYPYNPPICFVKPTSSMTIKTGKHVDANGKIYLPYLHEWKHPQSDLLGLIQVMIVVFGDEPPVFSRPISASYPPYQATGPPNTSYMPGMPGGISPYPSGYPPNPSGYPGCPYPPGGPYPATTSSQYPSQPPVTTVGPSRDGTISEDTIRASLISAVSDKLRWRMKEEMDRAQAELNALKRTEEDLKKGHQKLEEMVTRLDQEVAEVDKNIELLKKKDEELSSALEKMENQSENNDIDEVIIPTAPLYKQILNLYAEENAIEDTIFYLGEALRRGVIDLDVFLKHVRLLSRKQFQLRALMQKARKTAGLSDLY
#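 Fluorescence anisotropy tracks displacement of a FITC-tagged PTAP peptide (50 nM) from the Tsg101 binding domain (10 uM), following a 20 min room-temperature incubation at pH 7.5.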
# Mito fusion act: qHTS Assay for Small Molecule Inhibitors of Mitochondrial Division or Activators of Mitochondrial Fusion. S. cerevisiae fusion-defective mutant growth rescue, CellTiterGlo 48 h. Potency, µM (series often up to 46.1 µM), inactives show top-dose growth rescue (activation), actives largely listed as activators. hit rate 0.23% among 320,000;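 further: potency means the concentration at half of the fitted maximal effect; % of control where 0% means no effect; nearly all actives have a fitted effect of over 45% in size; temperature-sensitive fusion mutants such as fzo1-1 at 37 °C on non-fermentable ethanol glycerol medium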
#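 Read-out: ATP-based luminescence (CellTiterGlo, 10 min ambient) reporting growth of fusion-defective ts yeast after 48 hours at 37C on glycerol/ethanol YPEG medium in the presence of compound.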
# Integrin act MD: qHTS for Activators of Integrin-Mediated Alleviation for Muscular Dystrophy; alpha7betagal myoblasts, beta-gal FDG fluorescence, 48 h; Potency, µM (titrated, usually from 38.3 µM), without a hit: at the highest dose activation, actives largely listed as activators; hit rate 0.064% among 350,000;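 further: potency means the concentration at half of the fitted maximal effect; 100% = response of the positive control SU9516; nearly all actives have a fitted effect of over 60% in size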
#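 Alpha7betagal+/- myoblasts (passage 13) were plated 16-24 hr, then exposed to compounds (1:260 dilution of DMSO stock) for 48 hours at 37C. After MPER lysis, β-galactosidase reporter activity was read as FDG fluorescence (ex 480/em 540) after 30 minutes.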
# S-ASM inh: Inhibitors of Secretory Acid Sphingomyelinase (S-ASM): qHTS; Potency, µM (titrated, usually from 57.5 µM), inactives show at the top dose activity change, negative = inhibition, usual class: inhibitors; AID 504937, 2011; Sphingomyelin phosphodiesterase (Homo sapiens), P17405; hit rate 0.006% among 340,000; placental ASM, HMU-PC fluorogenic substrate, 60 min; further: potency means the concentration at half of the fitted maximal effect
#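 Steps: dispense placental human ASM, pin compound, wait 10 min at room temperature, add HMU-PC0 substrate at 9 uM final, incubate 60 min at 37 °C, add stop solution raising pH to 10, read fluorescence.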
# TSHR antagonist: Antagonists of the Thyroid Stimulating Hormone Receptor: HTS campaign; activity change, negative = inhibition, % at 11.5 µM; Thyrotropin receptor (Homo sapiens), P16473; AID 504810, 2011; hit rate 0.2% among 330,000; TSHR-expressing cells, TSH-stimulated cAMP HTRF, 2 h; active compounds read low;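 active means activity change below a set negative limit, meaning inhibition stronger than a set level, cut at about -70% in these data; inconclusive means activity change between two set negative limits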; further: on the % scale 0 is the no-effect control and ±100 the full control effect
#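 Cell-based HTRF cAMP assay; TSHR cells + compound, TSH EC80 (4nM final), 2 h, 37 deg C. Lysis with anti-cAMP cryptate and cAMP-d2, 30 min RT, read 665/620 nm.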
# Tb PFK block: qHTS Assay to Find Inhibitors of T. brucei phosphofructokinase; Potency, µM (top dose mostly 57.5 µM), without a hit: at the top dose activity, negative = inhibition, most hits filed as inhibitors; hit rate 0.17% among 330,000; AID 485367, 2010; T. brucei PFK, ADP-Glo luminescence; ATP-dependent 6-phosphofructokinase (Trypanosoma brucei brucei), O15648;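 further: potency means the concentration at half of the fitted maximal effect; 0% = uninhibited 1x PFK enzyme wells and -100% = no-enzyme wells; nearly all actives have a fitted effect of over 60% in size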
#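 PFK 1.25 nM, F6P 0.5 mM, ATP 0.1 mM, 0.1 M TEA pH 8.0, 5 mM MgCl2, 0.01% Tween20, 0.1% BSA; 45 min RT. ADP-Glo readout. qHTS titration up to 57 uM; curves fitted, compounds curve-classed.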
# * hit, by the source's call; ? = inconclusive; / = not tested or not shown; [ ] = dose if it differs, or a comment. Unless noted, the call rests on the fitted dose curve; in most records, active means well fitted curve in the direction sought with a large enough effect; inconclusive means small, poorly fitted or top-dose-only effect, or another doubt; inactive means no such curve, though single readings can be large; an effect the other way counts as inactive or inconclusive.
SMILES,Chronic BCR inh,TCR activator,AT treatment,ELG1 DNA repair,Eya2 phos inh,PTAP TSG101 blk,Mito fusion act,Integrin act MD,S-ASM inh,TSHR antagonist,Tb PFK block
COc1ccc(-c2ccc(SCC(=O)N3CCOCC3)nn2)cc1,-5%,/,2%,?,8%,/,-6%,9%,2%,5,3%
Cc1cccc(N2CCN(C(=S)Nc3ccc4nc5n(c(=O)c4c3)CCCCC5)CC2)c1C,0%,8%,2%,17%,-12%,2%,4%,1%,2%,17,-2%
COc1ccc(CN(C(=O)CSc2nnc(-c3ccc(F)cc3)o2)c2ccc(F)cc2)cc1,-11%,2%,9%,?,-10%,0%,16%,-24%,-3%,-17,4%
Cc1ccc(S(=O)(=O)N2CCN(C(=O)c3cccc(F)c3)CC2)cc1,/,-3%,/,/,/,-7%,-3%,12%,2%,/,/
NNC(=O)c1cc(-c2ccc(O)cc2)nc2ccc(Br)cc12,?,-1%,-6%,3%,5%,-9%,-1%,-26%,-1%,29,1%
CC(C)(OC(=O)c1cccs1)c1cc2ccccc2c(=O)o1,-5%,-21%,9%,2%,14%,0%,-4%,23%,-6%,10,-2%
CCCc1nc2c(sc3nc4c(cc32)COC(C)(C)C4)c(=O)n1CCN(CC)CC,-2%,0%,0%,?,7%,-4%,-4%,11%,0%,11,-5%
CC1CC(C)CN(C(=O)C2CC(=O)N(c3ccc(F)cc3)C2)C1 (centres undefined),-7%,1%,11%,18%,-1%,-1%,9%,16%,-1%,4,3%
Cc1nn(-c2ccccc2)nc1C(=O)NNC(=O)c1cccc2ccccc12,3%,3%,0%,-14%,6%,-6%,-5%,-27%,-17%,-4,2%
Cc1[nH]c2ccccc2c1C(=O)CSC(=S)N(C)C,7%,-3%[46.1 µM],13%,?,-3%,-5%,5%,18%,4%,-3,3%
CC1CCC/C(=C\Nc2ccc(C(=O)O)c(O)c2)C1=O (centres undefined),?,8%,11%,?,-9%,0%,-2%,24%,18%,-3,-1%
COC(=O)c1ccc(C(=O)N(C)C2CCCN(Cc3ccccc3F)C2)nc1 (centres undefined),0%,5%,-2%,-1%,1%,-1%,2%,-3%,3%,7,0%
Cc1c(C(=O)N2CCCCC2)c(S(=O)(=O)NCCc2ccccc2)c(C)n1C,1%,-3%,-6%,17%,-1%,-1%,-1%,16%,1%,-6,1%
C=CCn1c(SCc2ccc(F)cc2)nnc1-c1sc2nc(C)cc(C)c2c1N,?,-1%,0%,0%,7%,-2%,-1%,10%,236%[activator],-6,-4%
CC1(C)N=c2ccc([N+](=O)[O-])c(N)c2=[N+]1[O-],?,7%,42%,?,2%,-4%,-9%,24%,-2%,-6,-9%
CN(C)C1=NCCN1CCC1CCCC1,1%,4%,9%,-8%,-2%,-1%,1%,-15%,5%,-8,-5%
CCOC(=O)N1CCN(S(=O)(=O)c2ccc(OCC)cc2)CC1,-12%,-5%,4%,0%,-12%,-6%,0%,-11%,-2%,-12,1%
COCCCNC(=O)CSc1c2c(nc3ccc(Cl)cc13)CCCC2,21%,-6%,3%,-8%,-14%,1%,-6%,-33%,0%,5,3%
O=S(=O)(NC1=NCCC1)c1ccc(F)cc1,7%,0%,6%,0%,-11%,-3%,-3%,20%,3%,-1,-1%
COc1ccc(N(CC(=O)NCCc2ccccc2)C(=O)CCC(=O)Nc2nccs2)c(OC)c1,-6%,6%,6%,-9%,-4%,-2%,0%,-16%,-1%,14,-1%
Nc1nc(NCC2CCCO2)nc(Nc2ccc(Cl)cc2)c1[N+](=O)[O-] (centres undefined),0%,-1%,0%,-13%,-4%,0%,14%,-29%,-4%,4,1%
CCN(CC(=O)NCc1ccc(Cl)cc1)C(=O)c1cc(OC)cc(OC)c1,5%,1%,-3%,5%,1%,4%,-6%,0%,3%,27,-19%
Cc1nnc(SC(C)C(=O)NCC2CCCO2)n1-c1ccccc1 (centres undefined),3%,4%,1%,3%,5%,-6%,-2%,-25%,-2%,5,3%
Cc1ccccc1C(=O)Nc1ccc(S(=O)(=O)N2CCOCC2)cc1,0%,6%,6%,-7%,5%,-3%,-2%,-10%,-2%,0,1%
C/C(=N\OC(=O)c1c(-c2ccccc2Cl)noc1C)c1ccncc1,4%,2%,10%,2%,-1%,0%,-3%,-2%,2%,2,0%
O=C(CCc1ccccn1)NC1CCCc2c1cnn2-c1ccc(F)cc1F (centres undefined),?,-13%,10%,?,-27%,-3%,-1%,-9%,0%,-3,-2%
CC(=O)c1ccc(-n2c(CCC(=O)O)ccc2-c2ccc(C)cc2)cc1,18%,-2%,-30%,-2%,7%,-5%,11%,-2%,0%,-13,-1%
COc1ccc(/C=N/Nc2cc(C)nc(-n3nc(C)cc3C)n2)c(OC)c1,-15%,3%[46.1 µM],1%,-1%,-5%,1%,-8%,-47%[inhibitor],-5%,-15,-6%
Fc1ccc(OCc2nc3ccccc3s2)cc1,?,-3%,6%,?,-6%,-2%,3%,16%,6%,0,1%
CCCCn1c(=O)[nH]c(=O)c2c1nc(Cn1ncc(Cl)c(Cl)c1=O)n2CCC,?,-5%,2%,23µM*,-2%,0%,-21%,-71%[inhibitor],65%[activator],-4,-1%
CC1c2[nH]c3ccccc3c2C[C@H]2C(=O)N(CCCN(C)C)CC(=O)N12 (some centres undefined),1%,1%,-3%,?,-3%,2%,-7%,10%,6%,1,-1%
O=S(=O)(c1ccc(F)cc1)N1CCN(Cc2nnc(-c3ccccc3)o2)CC1,-1%,3%,-6%,11%,5%,-3%,-1%,?,-1%,8,2%
CC(CN1CCC(O)CC1)c1ccccc1 (centres undefined),5%,/,10%,1%,-1%,-2%,1%,-1%,2%,-7,-2%
CCOc1ccc(CN(C)C(=O)CNC(=O)C2CCCCC2)cc1OC,?,-7%,1%,?,1%,-4%,24%,-46%[inhibitor],3%,-1,-3%
CCn1c(CC(=O)Nc2cccc(OC)c2)nnc1SCC(=O)N1CCN(c2ccccc2)CC1,-1%,0%,3%,?,14%,-5%,-3%,1%,-2%,-6,3%
Cc1nn(-c2ccc(F)cc2)c(Cl)c1/C=C(\CCC(=O)O)c1nc2ccccc2s1,0%,2%,3%,-12%,12%,-8%,7%,-7%,-10%,-14,2%
Cn1c(=O)[nH]c(=O)c2c1nc(SCC(O)CO)n2CCCc1ccccc1 (centres undefined),?,10%,-13%,?,0%,0%,3%,13%,0%,20,1%
O=C(c1ccccc1CCc1ccccc1)N1CCOCC1,1%,5%,1%,4%,2%,0%,3%,18%,0%,-2,0%
CCc1ccc(S(=O)(=O)NC2CCCCNC2=O)cc1 (centres undefined),5%,1%,7%,2%,-8%,-4%,7%,9%,6%,0,0%
O=C(COc1ccc(Br)cc1Cl)NC1CCN(Cc2ccccc2)CC1,-20%,14%,-2%,-16%,-2%,-4%,3%,-5%,1%,-5,-23%
COc1cc2c(N3CCOCC3)cc(O)c(CC(=O)Nc3ccccc3)c2cc1OC,?,-1%,5%,?,-16%,-3%,-3%,30%,32%[activator],0,4%
